# cardiac RTF act = cardiac RTF calcium sensitization | IANBD-labeled TnC RTF fluorescence at EC20 calcium; 0% EC20 calcium, 100% full calcium | P19429+P45379 | actives 0.24% (n = 340,000) | activation, % at 7.2 µM | AID 493008;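 active = activation above the mean over all tested compounds plus 3 SD, cut at about 30% in these data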;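 also: rise in fluorescence read as greater calcium sensitivity of cardiac thin filaments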
# SR-BI HDL uptake = mouse SR-BI HDL lipid transfer inhibition; ldlA[mSR-BI] CHO cells, DiI-HDL uptake fluorescence, 3 h; actives 0.96% (n = 320,000); inhibition, % at 12.5 µM; AID 488896; Q61009;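 active = mean replicate inhibition of at least 70% and a set share of replicates each scoring 70 or more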;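 also: 0% = median of neutral control wells and 100% = median of positive control wells; values of inactives mirror those of a sister screen read the other way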
# PvdQ acylase = P. aeruginosa PvdQ acylase inhibition; inhibition, % at 10 µM; AID 488965; purified PvdQ acylase, fluorescence plate reader; actives 0.063% (n = 340,000); in the data active = inhibition above about 30%, passing the limit was not always enough;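 also: 0% = vehicle neutral wells and 100% = reference inhibitor wells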
# CDK5 inh = CDK5/p35 (human) kinase inhibition | Q00535+Q15078 | inhibition, % at 10 µM | Recombinant CDK5/p35, ADP-Glo luminescence, 60 min | actives 0.01% (n = 330,000);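 active = highest replicate inhibition of at least 50% and at least 75% of replicates reaching 50%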;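 also: plate controls were DMSO neutral control for no effect and GW8510 at 10 µM for full effect; many of its hits are not listed in these tables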
# SR-BI DiI-HDL act = SR-BI HDL lipid transfer activation; CHO ldlA[mSR-BI] cells, DiI-HDL uptake fluorescence, 3 h; 100 = double the neutral-control signal; activation, % at 12.5 µM; actives 0.096% (n = 320,000); AID 504775;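 active = mean replicate activation of at least 60% and every replicate at or above 60%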;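 also: 0% = median plate neutral-control signal and 100% = twice that signal; values of inactives mirror those of a sister screen read the other way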
#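 Material: SR-BI-overexpressing, LDLR-lacking CHO cells | Dosing: Single compound concentration, delivered by pin transfer | Probe or stimulus: Labelled HDL, 10 µg/mL | Signal: Bottom-read cell fluorescence after medium removal, ex 550/em 595 nm | Schedule: 3 h, 37 °C | Evaluation: HDL uptake via cellular fluorescence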
# MITF TRPM1 HTS = MITF TRPM1 promoter activation in melanoma cells; SK-MEL-5 TRPM1-promoter luciferase, 24 h; % of positive control, neutral wells = 0; activation, % at 12.5 µM; actives 0.75% (n = 300,000);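 active = mean activation of at least 80% with every replicate also reaching 80%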;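 also: 0% = neutral control wells and 100% = parthenolide positive control wells; values of inactives mirror those of a sister screen read the other way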
# HTR5A ag ctr = activates human HTR5A in OPRM1-OPRD1 agonist counter-screen; activation, % at 9.3 µM; actives 0.61% (n = 340,000); HTR5A agonist assay, luminescence, cell-based; P47898; in the data active = activation mostly above about 9.5%, no sharp cut-off; inactive = mostly below about 7.6%;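 also: 0% = cells with vehicle only and 100% = reference agonist; strong numbers were not always called active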
# Target sequence (P47898 whole entry, looked up): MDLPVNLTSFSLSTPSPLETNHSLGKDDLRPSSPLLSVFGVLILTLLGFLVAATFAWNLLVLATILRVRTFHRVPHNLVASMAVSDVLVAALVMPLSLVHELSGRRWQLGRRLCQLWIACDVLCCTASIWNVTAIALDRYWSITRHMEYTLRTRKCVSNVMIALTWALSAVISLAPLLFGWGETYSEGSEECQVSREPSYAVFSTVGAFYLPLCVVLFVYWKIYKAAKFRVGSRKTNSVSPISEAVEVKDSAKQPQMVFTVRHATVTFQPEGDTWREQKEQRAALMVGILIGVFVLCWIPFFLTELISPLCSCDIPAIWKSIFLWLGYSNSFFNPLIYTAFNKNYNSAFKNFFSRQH
# Wnt act = activators of Wnt/beta-catenin signaling. Wnt/beta-catenin reporter cell assay, activator, plate reader. activation, % at 9.35 µM. actives 1.2% (n = 300,000); in the data active = activation above about 30%, passing the limit was not always enough;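 also: 0% = neutral control wells and 100% = positive control wells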
# Rtt109 HAT inh = inhibitors of Candida albicans Rtt109/Vps75 histone acetyltransferase | Q5AAJ8 | purified Rtt109/Vps75, ThioGlo CoA-SH fluorescence, 4 h | inhibition, % at 34.9 µM | actives 0.16% (n = 330,000) | AID 540336;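 active = inhibition of at least 50% in every replicate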
# Target sequence (Q5AAJ8 whole entry, looked up): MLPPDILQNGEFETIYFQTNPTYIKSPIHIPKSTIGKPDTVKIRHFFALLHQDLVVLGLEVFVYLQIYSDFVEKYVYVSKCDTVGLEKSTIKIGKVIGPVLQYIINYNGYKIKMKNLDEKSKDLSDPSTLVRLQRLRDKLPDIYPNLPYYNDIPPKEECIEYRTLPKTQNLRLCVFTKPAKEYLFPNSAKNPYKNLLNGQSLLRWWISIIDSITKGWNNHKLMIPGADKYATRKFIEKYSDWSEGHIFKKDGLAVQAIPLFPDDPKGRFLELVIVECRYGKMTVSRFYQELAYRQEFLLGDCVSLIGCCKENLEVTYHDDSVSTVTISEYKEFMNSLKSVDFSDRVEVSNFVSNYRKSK
# dFosB act = activators of mouse delta FosB homodimer; actives 0.99% (n = 340,000); activation, % at 25 µM; purified delta FosB, TAMRA-CDK5 oligo fluorescence polarization; percent of positive-control signal above neutral wells; AID 493131; P13346;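 active = mean activation above about 17%, with every replicate also reaching it, limit read from the data, passing the limit was not always enough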;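 also: fluorescence polarization rise as delta FosB binds a TAMRA Cdk5 AP-1 oligo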
# Target sequence (P13346 whole entry, looked up): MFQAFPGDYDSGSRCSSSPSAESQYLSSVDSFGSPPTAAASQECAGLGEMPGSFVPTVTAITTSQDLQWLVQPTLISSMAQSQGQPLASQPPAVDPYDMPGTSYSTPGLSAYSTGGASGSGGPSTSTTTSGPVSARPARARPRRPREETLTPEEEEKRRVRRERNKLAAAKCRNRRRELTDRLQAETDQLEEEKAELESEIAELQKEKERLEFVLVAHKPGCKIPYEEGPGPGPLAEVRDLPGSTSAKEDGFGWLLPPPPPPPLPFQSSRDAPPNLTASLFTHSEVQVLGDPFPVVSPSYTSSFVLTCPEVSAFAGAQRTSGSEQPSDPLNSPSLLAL
# Active calls of the source: *; . = no result given.
SMILES,HTR5A ag ctr,PvdQ acylase,SR-BI HDL uptake,Wnt act,Rtt109 HAT inh,dFosB act,CDK5 inh,cardiac RTF act,MITF TRPM1 HTS,SR-BI DiI-HDL act
Cc1cc(C)c2nc(SCC(=O)NCC3CCCO3)c(C#N)cc2c1 (configuration not stated),-0.3,7.9,38.5,-0.6,4.1,-3.4,2.9,-0.8,2.6,-38.5
Cc1ccc(Cl)cc1N1CCN(C(CC(C)C)c2nnnn2CC2CCCO2)CC1 (configuration not stated),1.8,-11.2,46.1,.,3.8,1.5,0.5,-2.5,.,-46.1
O=C(COc1ccc([N+](=O)[O-])cc1Cl)N1CCc2ccccc21,4.3,-7.1,14.7,41.7*,-4.6,-0.5,0.2,2.9,119.3*,-14.7
CCN(C(=O)COC(=O)c1c2c(nc3ccccc13)/C(=C/c1ccccc1)CC(C)C2)C1CCS(=O)(=O)C1 (configuration not stated),1.6,2.1,38.1,-6.1,-6.4,6.8,-0.6,-1.1,-12.1,-38.1
Cc1cccc(N2C(=O)/C(=C\c3ccc(OC(F)F)cc3)c3ccccc3C2=O)c1,7.3,6.2,-12.0,-1.3,15.7,-16.5,-1.3,3.3,-3.7,12.0
N#CC1=C(N)OC2=C(C(=O)CCC2)C1c1ccncc1 (configuration not stated),-2.9,-18.7,.,-0.9,3.0,0.1,-0.3,1.3,1.5,.
CN(C)S(=O)(=O)N(CC(=O)Nc1ccccc1)c1ccccc1,0.0,-3.1,13.9,5.7,0.3,-6.3,0.9,-2.7,-13.4,-13.9
CCCCC(=O)NC(c1ccccc1Cl)c1c(O)ccc2ccccc12 (configuration not stated),1.1,-9.7,-10.4,-1.9,-14.0,0.9,0.7,0.0,14.9,10.4
Cn1c(-c2cc3ccccc3oc2=O)nc2ccccc21,-5.5,0.2,-4.8,24.9,-0.7,5.5,0.5,8.8,77.5,4.8
CC(=O)Cc1nsc(NC(=O)c2cc(-c3cccc(C(F)(F)F)c3)oc2C)n1,-0.7,10.4,31.3,.,10.8,8.7,-1.0,3.0,-1.1,-31.3
CC(=O)c1ccc(NC(=O)C(Cc2ccccc2)n2cccc2)cc1 (configuration not stated),0.2,-1.8,-5.6,3.0,2.2,-2.0,0.2,2.0,5.6,5.6
CN(C)C1=NC[C@H](Cc2ccccc2)N1CCCCc1ccccc1,-3.8,2.3,4.6,-2.4,10.0,0.4,0.8,7.4,2.6,-4.6
O=C(O)CSc1ncccc1C(=O)O,-3.8,-7.6,-16.3,-1.0,-4.0,5.9,-0.7,-2.8,-2.8,16.3
Cc1cc(C)n2nc(CC(=O)NC3CCCCCC3)nc2n1,1.5,-12.3,-0.3,-3.6,14.5,-2.8,-3.4,0.8,-3.7,0.3
COc1ccc(S(=O)(=O)N[C@@H](Cc2ccccc2)C(=O)N2CC[C@@]3(O)CCCC[C@H]3C2)cc1,4.0,8.3,-18.2,-1.1,2.5,-7.2,-0.8,2.1,-3.5,18.2
O=C1N=C(N2CCCCC2)SC1=C1CCCC1,1.3,6.1,-27.2,8.6,7.4,2.5,-0.2,8.1,16.6,27.2
Cc1cc(C)c(NC(=O)CS(=O)CC(=O)NC2CCCc3ccccc32)c(C)c1 (configuration not stated),4.7,-12.4,21.0,.,-4.9,-10.3,-1.4,1.5,-3.9,-21.0
Cc1c(CC(=O)O)c(=O)oc2c(C)c(OCc3ccccc3)ccc12,1.4,-12.0,-0.6,-0.1,-16.1,-5.4,-1.5,-2.0,1.3,0.6
Oc1ccc(F)c2cccnc12,1.5,-10.4,-16.9,7.3,-3.3,-3.6,-1.8,11.0,-9.3,16.9
O=C(NCCc1ccccc1)c1cc(S(=O)(=O)N2CCOCC2)ccc1F,1.1,2.3,-10.2,21.8,19.2,1.5,1.8,1.9,15.3,10.2

# Whole records from above:
# Profile of O=C(COc1ccc([N+](=O)[O-])cc1Cl)N1CCc2ccccc21 = HTR5A ag ctr = 4.3; PvdQ acylase = -7.1; SR-BI HDL uptake = 14.7; Wnt act = 41.7*; Rtt109 HAT inh = -4.6; dFosB act = -0.5; CDK5 inh = 0.2; cardiac RTF act = 2.9; MITF TRPM1 HTS = 119.3*; SR-BI DiI-HDL act = -14.7
# Profile of CCN(C(=O)COC(=O)c1c2c(nc3ccccc13)/C(=C/c1ccccc1)CC(C)C2)C1CCS(=O)(=O)C1 (configuration not stated) = HTR5A ag ctr = 1.6; PvdQ acylase = 2.1; SR-BI HDL uptake = 38.1; Wnt act = -6.1; Rtt109 HAT inh = -6.4; dFosB act = 6.8; CDK5 inh = -0.6; cardiac RTF act = -1.1; MITF TRPM1 HTS = -12.1; SR-BI DiI-HDL act = -38.1

# Additional entries
SMILES,HTR5A ag ctr,PvdQ acylase,SR-BI HDL uptake,Wnt act,Rtt109 HAT inh,dFosB act,CDK5 inh,cardiac RTF act,MITF TRPM1 HTS,SR-BI DiI-HDL act
COc1ccc(-n2nnc3c(=O)n(CC(=O)OCc4ccccc4)cnc32)cc1,-1.7,-9.7,-7.5,0.8,3.6,-0.2,-0.8,-1.1,.,7.5
O=C(Cc1cccc(F)c1)N1CCOCC1,3.9,-12.6,6.2,2.0,-3.1,4.6,0.9,-2.5,.,-6.2
O=C(CNc1ccccc1)N/N=C/c1ccc([N+](=O)[O-])o1,1.2,1.0,-21.6,.,-0.8,-3.3,0.5,-0.6,-53.2,21.6
O=c1n(CC2CO2)c(=O)n(CC2CO2)c(=O)n1CC1CO1 (configuration not stated),2.8,-16.4,-9.2,-2.9,-2.8,-0.9,2.7,-1.2,.,9.2
Cc1ccc(S(=O)(=O)Nc2nc3ccccc3nc2NCc2ccco2)cc1,14.6,-9.4,-9.3,.,0.9,-14.0,-2.8,25.3,-4.9,9.3
Cc1[nH]c(=S)[nH]c(=O)c1CCOc1ccccc1,-4.1,8.3,6.2,.,6.4,-1.4,-0.6,-8.1,19.8,-6.2
CC(O)CNCc1ccc(Cl)cc1Cl (configuration not stated),5.9,1.3,-16.9,-2.1,-1.4,-0.6,-1.8,2.3,5.8,16.9
CSCCC(NC(=O)c1ccc(Cl)cc1Cl)C(=O)OC(C)C(=O)NCc1ccco1 (configuration not stated),-0.1,-4.8,19.8,-0.7,0.0,-2.7,-1.6,4.6,-5.8,-19.8
CC(NC(N)=O)C(=O)NCC(=O)OCc1ccccc1 (configuration not stated),-2.7,-16.5,4.2,0.3,4.4,1.1,-1.4,1.5,5.0,-4.2
CCc1ccccc1OCC(=O)Nc1cc(S(=O)(=O)N2CCOCC2)ccc1N1CCCCC1,-4.3,-10.5,-13.2,-7.3,-0.2,-1.6,1.2,-16.4,0.5,13.2
COc1cc(C=O)ccc1OCCCOc1ccc([N+](=O)[O-])cc1,-0.2,3.3,13.1,0.2,-3.7,-2.1,0.7,-0.8,-11.4,-13.1
O=C(Nc1ccccc1)c1nn(-c2cccc(C(F)(F)F)c2)ccc1=O,3.9,5.2,-12.3,0.8,-0.7,-22.7,-0.7,2.1,9.7,12.3
O=C(CSc1nc2ccc([N+](=O)[O-])cc2[nH]1)NC1CCCC1,-3.5,-1.7,-7.6,.,2.7,-2.0,0.9,-3.9,19.9,7.6
CCc1ccc(CN2CCCC(C(=O)Nc3ccc(-c4cscn4)cc3)C2)o1 (configuration not stated),2.9,-2.4,3.8,-0.5,-1.9,-9.2,3.1,-4.2,8.0,-3.8
CCCCOc1ccc(OC(=O)Nc2cc(Cl)ccc2OC)cc1,-1.6,13.3,14.3,1.2,0.0,-5.2,0.3,-1.1,-2.0,-14.3
O=C(O)c1ccc(N/N=C/c2cc(Br)cs2)cc1,-3.9,-6.1,-17.9,2.6,2.3,-1.0,0.2,-2.4,-13.3,17.9
Cc1ccc(NC(=O)Cc2nc(COC(=O)Cc3cccc(C(F)(F)F)c3)cs2)cc1,4.7,-4.6,2.7,2.5,4.3,-6.7,-0.2,-13.6,8.2,-2.7
CCC(=O)Nc1ccccc1C(=O)OCc1ccc(C(=O)c2ccccc2)cc1,3.6,-7.5,-28.2,6.2,-12.6,-6.5,-1.3,-2.4,-1.9,28.2
O=C(COC(=O)Cc1cccc(C(F)(F)F)c1)NCC1CCCO1 (configuration not stated),-2.6,-25.4,-9.7,-1.4,.,-1.0,-0.2,11.1,8.6,9.7
Cn1ncc(Cl)c1C(=O)NCc1ccc2c(c1)OCO2,1.6,-14.7,-8.8,-2.7,-13.0,-2.3,1.0,2.9,-8.6,8.8
COc1cccc(/C=C/C(=O)OCC(=O)Nc2ccc(Cl)c(S(=O)(=O)N(C)C)c2)c1,0.4,-12.8,8.5,-0.2,2.9,1.3,0.9,-1.4,7.2,-8.5
CCOc1ccc(/C=N/n2c(SC)nnc(C(C)(C)C)c2=O)cc1,-0.5,-12.1,30.1,.,2.7,8.2,0.2,-4.6,1.2,-30.1
CC(=O)NCCc1nc2ccccc2n1Cc1cccc(C)c1,0.8,-0.7,-6.4,0.9,-3.2,-5.3,-2.1,-5.3,-1.6,6.4
Clc1cccc(-c2nnc(SC/C=C/c3ccccc3)n2Cc2ccco2)c1,-2.5,-2.7,25.9,-2.7,8.5,-4.8,-0.4,3.7,-2.7,-25.9
CCN1CCCC1CNC(=O)c1cc(COc2ccc(C)c(C)c2)on1 (configuration not stated),-1.4,-2.4,20.6,6.9,9.3,-1.9,.,2.0,79.0,-20.6
O=C(NCC1CC1)Nc1cccs1,-1.5,1.4,-12.7,2.0,10.6,-1.2,0.4,-0.5,.,12.7
Cc1cc(C(=O)CSc2nc(N)cc(=O)[nH]2)ccc1F,1.6,3.6,-11.3,-0.4,11.8,-7.0,0.0,0.2,-4.5,11.3
CCCS(=O)(=O)N1CCC(C(=O)N2CCN(C(=O)OCC)CC2)CC1,0.3,-3.3,-15.6,.,-4.5,1.5,1.3,-1.4,-0.6,15.6
COc1cccc(/C=C/c2n[nH]c(=O)c(C#N)c2C)c1,4.6,-3.1,-6.4,0.3,-6.3,-5.2,-0.2,-5.6,-45.4,6.4
COC(=O)c1sccc1NC(=O)/C=C/c1ccc(Cl)cc1Cl,-2.4,12.0,-22.3,-2.5,-8.6,-6.7,-2.5,0.3,58.6,22.3
Cc1cc(=O)oc(C)c1C(=O)NCCc1ccc(F)cc1,6.1,-14.7,-11.1,.,6.9,3.9,1.9,12.4,-3.2,11.1
COC(=O)C(C)Oc1ccc2cc(-c3ccccc3)c(=O)oc2c1 (configuration not stated),8.1,-16.7,1.8,0.7,-28.5,-8.2,0.4,-3.4,13.3,-1.8
CCCCCNC(=O)c1ccc2c(=O)n(CC3CCCO3)c(=S)[nH]c2c1 (configuration not stated),-0.4,-0.5,29.1,-2.0,1.5,-1.6,0.3,-1.3,-6.2,-29.1
Cc1cccn2c(=O)c3cc(C(=O)NC(C)C)c(=N)n(Cc4ccncc4)c3nc12,-2.9,-30.1,-4.7,.,15.8,-3.4,0.0,-2.7,16.2,4.7
CC(=O)Nc1cccc(/C(C)=N/NC(=O)c2cccc(S(=O)(=O)N3CCOCC3)c2)c1,-0.1,-4.0,-1.7,-2.0,-5.2,-7.7,-0.8,-6.8,-0.7,1.7
CC(=O)Nc1cccc(Oc2ncccc2[N+](=O)[O-])c1,2.6,-4.4,8.2,-3.5,-1.8,5.4,-0.7,-3.5,-3.6,-8.2

# Screening results as filed in PubChem.
